Bioassay records as filed in PubChem.
ASM inhibitor = inhibitors of human secretory acid sphingomyelinase | P17405 | placental ASM, HMU-PC fluorogenic substrate, 60 min | Potency, µM (titrated, usually from 57.5 µM), inactives show at the top dose activity change, negative = inhibition, actives largely listed as inhibitors | 0.006% of 340,000 active; also: potency is read from the fitted curve at half-maximal effect
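qHTS format. ASM enzyme prepared from human placenta hydrolyses the fluorogenic substrate HMU-PC0 (9 uM final) over 60 min at 37 °C after a 10 min compound preincubation.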
Integrin act MD = activators of alpha7 integrin expression for muscular dystrophy; alpha7betagal myoblasts, beta-gal FDG fluorescence, 48 h; 0.064% of 350,000 active; Potency, µM (series often up to 38.3 µM), for the others: top-dose activation, hits mostly activators;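 also: potency is read from the fitted curve at half-maximal effect; 100% = response of the positive control SU9516; nearly all actives have a fitted effect of over 60% in size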
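alpha7betagal+/- myoblasts (passage 13, 250/well) treated 48 h at 37C with compounds at 1:260 dilution of DMSO stock. Lysed, then beta-galactosidase activity read as FDG fluorescence (ex 480/em 540) after 30 min, with pre-read for autofluorescence.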
PTAP TSG101 blk = blocks PTAP/TSG101 interaction to inhibit HIV-1 budding; Fluorescence polarization, FITC-PTAP peptide / Tsg101 binding; Potency, µM (titrated, usually from 115 µM), inactives show at the top dose activity change, negative = inhibition, actives largely listed as inhibitors; Q99816; 340,000 tested, under 10 active; AID 493005; active = well fitted inhibition curve with a large enough effect in the main read-out, with a control signal flat, not every such curve was filed as active; inconclusive = small, poorly fitted or top-dose-only effect, or effect the other way, or a change in a side signal; inactive = no such curve, though single readings can be large or run the other way; also: potency is read from the fitted curve at half-maximal effect; % of control where 0% means no effect
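Fluorescence polarization binding of Tsg101 binding domain (10 uM final) to FITC-labeled PTAP peptide (50 nM final) in HEPES pH 7.5 buffer with NaCl, Tween 20, EDTA, TCEP. Compounds added before peptide; binding 20 min at RT.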
Chronic BCR inh = blocks chronic active B-cell receptor signaling. Potency, µM (titrated, usually from 46.1 µM), without a hit: at the top dose ratio change, negative = lower green/red ratio, usual class: inhibitors. ABC-DLBCL IkBa-CBG/CBR reporter, luminescence ratio, 4 h. 0.05% of 340,000 active; active = well fitted inhibition curve with a large enough effect in the signal ratio, with a control signal flat, not every such curve was filed as active; inconclusive = small, poorly fitted or top-dose-only effect, or effect the other way, or a change in a side signal; the % refers to the signal ratio;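 also: potency is read from the fitted curve at half-maximal effect; plate controls were basal doxycycline-induced cells for no effect and cells given 10 µM MG132 for full effect; MG132 reads +100%, hits lower the ratio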
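Compounds up to 46 uM were incubated four hours with TMD8 cells whose green CBG68 luciferase is fused to IkappaBalpha; red CBR luminescence normalised the signal, and concentration-effect curves were fitted to fusion, red and ratio data.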
Coupling enz = inhibits coupling enzyme system, counter-screen for aldolase hits; activity change, negative = inhibition, % at 58.2 µM, hits read low; 0.67% of 290,000 active; coupling enzyme system counterscreen, AmpLite Red fluorescence; in the data active = activity change below about -30%; also: % is scaled to controls: 0 for no effect and ±100 for the full control effect
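Final compound at 57.5 uM, incubated 10 min at RT with coupling enzyme reagent (glyceraldehyde-3-phosphate), then 20 min with substrate and AmpLite Red detection. Fluorescence read at 525/598 nm; tests interference with the coupling assay, not aldolase inhibition.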
Giardia killer = Giardia lamblia killing; Giardia lamblia trophozoite viability; activity change, % at 7.66 µM, hits read low; 0.15% of 340,000 active; AID 540267; in the data active = activity change below about -80%; inconclusive = between about -30% and that limit;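 also: parasites exposed to compound for two days anaerobically before the ATP read; % is scaled to controls: 0 for no effect and ±100 for the full control effect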
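Luminescent ATP signal served as the viability read-out, measured 15-30 min after adding ATP detection reagent to trophozoites that had been incubated with compounds for 48 hrs at 37 deg C anaerobically at 100 cells/well.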
Tb PFK block = blocks T. brucei phosphofructokinase; O15648; 0.17% of 330,000 active; T. brucei PFK, ADP-Glo luminescence; Potency, µM (highest dose often 57.5 µM), without a hit: at the highest dose activity, negative = inhibition, actives largely listed as inhibitors;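 also: potency is read from the fitted curve at half-maximal effect; 0% = uninhibited 1x PFK enzyme wells and -100% = no-enzyme wells; nearly all actives have a fitted effect of over 60% in size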
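In TEA buffer at pH 8.0 with 5 mM MgCl2, enzyme (1.25 nM) converted F6P (0.5 mM) and ATP (0.1 mM) for 45 min at room temperature. ADP product was read by luciferase luminescence.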
PKM2 act = PKM2 (human) enzyme activation; 0.34% of 260,000 active; Potency, µM (titrated, usually from 57.5 µM), for inactives: top-dose activation, most hits filed as activators; P14618; purified PKM2, Kinase-Glo ATP luminescence, activation; response scale: 0% is enzyme alone, no compound; also: potency is read from the fitted curve at half-maximal effect; % is scaled to controls: 0 for no effect and ±100 for the full control effect; nearly all actives have a fitted effect of over 55% in size
Target sequence (P14618 whole entry, looked up): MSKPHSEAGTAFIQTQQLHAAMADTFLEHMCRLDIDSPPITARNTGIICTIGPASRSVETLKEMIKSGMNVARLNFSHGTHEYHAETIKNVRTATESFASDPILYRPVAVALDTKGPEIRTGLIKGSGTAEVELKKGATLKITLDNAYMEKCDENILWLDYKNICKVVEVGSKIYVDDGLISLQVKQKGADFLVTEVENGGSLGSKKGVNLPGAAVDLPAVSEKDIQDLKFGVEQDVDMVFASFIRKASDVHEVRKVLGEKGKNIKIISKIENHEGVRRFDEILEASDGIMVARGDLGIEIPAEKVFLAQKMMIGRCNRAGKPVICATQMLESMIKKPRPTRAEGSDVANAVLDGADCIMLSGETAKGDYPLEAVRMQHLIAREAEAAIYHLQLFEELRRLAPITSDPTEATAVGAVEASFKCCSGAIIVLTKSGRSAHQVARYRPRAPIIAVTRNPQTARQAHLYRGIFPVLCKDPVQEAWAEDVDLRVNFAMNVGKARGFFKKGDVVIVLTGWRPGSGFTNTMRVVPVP
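Purified hPK-M2 (>95%) run at intermediate activity with 0.1 mM ADP and 0.5 mM PEP in 50 mM imidazole pH 7.2, KCl, MgCl2; 1 h room temperature. ATP formed read by Kinase-Glo luminescence; normalized to uninhibited and no-enzyme controls.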
Menin MLL FP TR = menin-MLL binding inhibition, Texas Red mutant peptide; 0.23% of 270,000 active; O00255; Potency, µM (highest dose often 61.6 µM), without a hit: top-dose FP activity change, negative = inhibition, actives largely listed as inhibitors; Menin + Texas Red MLL mutant peptide, fluorescence polarization; active = well fitted inhibition curve with a large enough effect in the polarisation, with a control signal flat, not every such curve was filed as active; inconclusive = small, poorly fitted or top-dose-only effect, or effect the other way, or a change in a side signal; inactive = no such curve, though single readings can be large or run the other way; the % refers to the polarisation; also: potency is read from the fitted curve at half-maximal effect; % of control where 0% means no effect; many of its hits are not listed in these tables
GALK inh = inhibitors of human galactokinase. Purified GALK, Kinase-Glo residual ATP luminescence. 0.007% of 270,000 active. P51570. Potency, µM (titrated, usually from 57.5 µM), inactives show top-dose activity change, negative = inhibition, most hits filed as inhibitors; also: potency is read from the fitted curve at half-maximal effect; % is scaled to controls: 0 for no effect and ±100 for the full control effect
Target sequence (P51570 whole entry, looked up): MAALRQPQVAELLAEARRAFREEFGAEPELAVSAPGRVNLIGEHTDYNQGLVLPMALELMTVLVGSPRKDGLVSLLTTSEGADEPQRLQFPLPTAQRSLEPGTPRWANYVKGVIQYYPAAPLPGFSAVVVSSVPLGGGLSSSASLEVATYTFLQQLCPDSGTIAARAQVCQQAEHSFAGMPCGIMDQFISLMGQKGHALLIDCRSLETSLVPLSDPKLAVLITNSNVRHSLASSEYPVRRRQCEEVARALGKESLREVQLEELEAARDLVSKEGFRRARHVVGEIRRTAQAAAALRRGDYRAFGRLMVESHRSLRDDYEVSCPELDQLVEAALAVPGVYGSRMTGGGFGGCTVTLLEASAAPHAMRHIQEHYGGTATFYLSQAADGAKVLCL
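GALK at 5 nM final was combined with compound, 35 uM ATP and 100 uM galactose in HEPES pH8.0 with MgCl2 and DTT. The reaction ran one hour at room temperature before luminescent ATP detection.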
B2AR arrestin = beta2AR (human) beta-arrestin recruitment activity; beta-arrestin recruitment to beta2AR, cell-based reporter; Potency, µM (doses to about 46.1 µM), for inactives: at the top dose activation, hits mostly activators; 0.02% of 330,000 active; AID 492947;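 also: potency is read from the fitted curve at half-maximal effect; 0% = DMSO controls and full agonism = EC100 isoproterenol or metaproterenol; nearly all actives have a fitted effect of over 65% in size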
Numbers without * were called inactive; ? = inconclusive; · = no result given; [ ] = another dose, or the depositor's remark. Unless noted, calls follow the shape of the dose curve; as a rule, active = well fitted curve in the direction sought with a large enough effect; inconclusive = small, poorly fitted or top-dose-only effect, or another doubt; inactive = no such curve, though single readings can be large; an effect the other way counts as inactive or inconclusive.

SMILES	ASM inhibitor	Integrin act MD	PTAP TSG101 blk	Chronic BCR inh	Coupling enz	Giardia killer	Tb PFK block	PKM2 act	Menin MLL FP TR	GALK inh	B2AR arrestin
CC(C)N(C(=O)Cn1c(=O)oc2ccccc21)c1ccccc1	-7%	-7%	-1%	-18%	0	9	1%	1%	-8%	·	-0.6%
COc1ccccc1NC(=O)c1sc2ncn(CC(=O)Nc3ccccc3)c(=O)c2c1C	6%	1%	-3%	-5%	5	-2	-7%	2%	18%	0%	-0.1%
COc1cccc2cc(C(=O)N3CCN(C(=O)c4ccco4)CC3)c(=O)oc12	4%	-1%	-10%	6%	0	-8	-2%	-1%	-5%	3%	-0.4%
COc1ccc(C(=O)/C=C/C(=O)N(CC(=O)NC2CCCCC2)CC2CCCO2)c(O)c1 (stereo not given)	0%	-68%[inhibitor]	-5%	?	4	-11	-17%	7.9µM*	?	-1%	-0.4%
Cc1onc(-c2c(Cl)cccc2Cl)c1C(=O)c1ccc(F)cc1	0%	33%	-4%	5%	-2	-3	0%	0%	·	-1%	0.2%
O=C(c1ccc(Cl)cc1)N1CCCC(C(=O)N2CCc3ccccc3C2)C1 (stereo not given)	-4%	-28%	-4%	4%	-1	3	1%	-1%	·	1%	-0.4%
CCOC(=O)c1[nH]cnc1C(=O)NC(C)C	2%	-4%	1%	26%	2	-11	-1%	3%	-2%	3%	-0.1%
COc1ccc(C)cc1NC(=O)c1cc(S(=O)(=O)N2CCC3(CC2)OCCO3)ccc1F	4%	0%	-2%	3%	·	1	-15%	·	·	-5%	0.4%
CC(C)CCNC(=O)C(=O)NCC1OCCCN1S(=O)(=O)c1cccs1 (stereo not given)	-2%	1%	0%	?	·	31[activator]	0%	3%	·	-1%	-0.5%
COc1ccccc1NC(=O)COC(=O)C1CC2CCCC(C1)C2=O (stereo not given)	-1%	12%	-2%	-8%	·	8	-1%	·	·	·	-0.5%
Clc1ccc(-c2nnc(-c3ccccc3)c(N3CCSCC3)n2)cc1	-2%	12%	-1%	?	1	2	0%	-1%	0%	0%	0.4%
COc1ccc(C(=O)NCCNc2nc3ccc(C)cc3cc2C#N)cc1OC	·	-20%	-4%	-1%	-2	-6	1%	-7%[11.5 µM]	-1%	-2%	-0.4%
CS(=O)(=O)N1CCN(c2ccccc2NC(=O)C(c2ccccc2)c2ccccc2)CC1	-11%	0%	-5%	?	2	4	-10%	-9%	-2%	-1%	-0.9%
O=C(NCC(F)(F)F)c1ccc(S(=O)(=O)Nc2ccccc2N2CCCC2)cc1	1%	-22%	-1%	1%	·	12	?	·	·	·	-0.7%
CCc1cc(N2CCOCC2)cc2c1[nH]c1ccccc12	177%[activator]	-15%[7.66 µM]	-5%	?	-43*	-5	1%	5%	?	1%	-0.2%
O=C(CSc1nnc(-c2cccnc2)n1-c1ccccc1)NCc1ccc2c(c1)OCO2	5%	7%	-4%	3%	8	-12	-1%	-2%	17%	2%	-0.2%
O=C(NC(=S)Nc1ccc(Br)cc1)C1CCC1	-1%	10%	0%	?	·	3	1%	-2%	·	-3%	3.7%
CCCCCc1nnc(NC(=O)Cn2cnc3ccccc3c2=O)s1	-3%	-1%	3%	5%	-1	-19	7%	-1%	-2%	-1%	-0.3%
O=c1[nH]c2ccccc2n1CCCN1CCN(C(c2ccccc2)c2ccccc2)CC1	·	·	·	2%	-1	·	0%	1%	?	·	0.0%
CCCNc1nc2c(c(=O)[nH]c(=O)n2C)n1CCC(C)C	0%	-25%	-4%	-1%	1	12	3%	0%	9%[11.7 µM]	1%	0.0%
CCn1cc(C(=O)NCCCN2CCC(C)CC2)c(=O)c2cc(S(=O)(=O)N(C)C3CCCCC3)ccc21	-1%	-34%	-3%	4%	·	5	-22%	·	·	-2%	0.5%
CCOC(=O)c1cccc(NS(=O)(=O)c2c(C(=O)N3CCCCCC3)c(C)n(C)c2C)c1	2%	-10%	-1%	3%	·	8	0%	·	·	-8%	-0.9%
Cc1ccc(NC(=O)c2ccccc2O)cc1	-5%	19%	-5%	?	-3	-12	1%	-15%	17%	-3%	-0.6%
Oc1cccc(C=Nc2cccc3ccccc23)c1O	-1%	-53%[inhibitor]	-3%	?	-14	-21	-12%	6%[11.5 µM]	16%	7%	-0.3%
CC(C)Oc1ccc(C2CC(=O)N(c3ccccc3)C2=O)cc1 (stereo not given)	-2%	0%	-2%	-13%	0	-2	-1%	0%	7%	0%	0.1%
COc1ccc(C(c2nnnn2C2CCCC2)N2CCc3ccccc3C2)cc1OC (stereo not given)	1%	8%	-10%	?	0	-18	-16%	0%	-10%	17%	0.2%
CCCNC(=O)COC(=O)c1[nH]c(C)c(C(=O)OCC)c1C	0%	-7%	-1%	7%	2	13	1%	6%	-7%	0%	9.1%
Cc1ccccc1NC(=O)CC1c2ccccc2CC(C)(C)N1C (stereo not given)	0%	0%	-1%	?	0	-10	-7%	4%	-27%	-1%	0.1%
CC(C)COC(=O)c1cc(-c2ccc(/C=N/n3cnnc3)o2)ccc1Cl	-2%	-6%	-4%	-20%	4	-2	5%	17%	16%	1%	-0.1%
COc1ccc(CNC(=O)c2ccc(N3CCCC3=O)cc2)cc1	5%	1%[7.66 µM]	-4%	-1%	-2	-7	0%	-16%	21%	1%	-1.2%
COCCNC(=O)c1cccc(OC2CCN(Cc3ccc(Cl)c(F)c3)CC2)c1	-3%	-22%	-1%	-3%	0	2	-1%	-1%	10%	0%	-1.0%
COc1ccc(NC(=S)NCCc2c(C)[nH]c3ccc(OC)cc23)cc1	-2%	-3%	0%	-2%	-1	5	-7%	-7%	?	-1%	-0.3%
O=C(CCN1C(=O)/C(=C/c2ccccc2F)SC1=S)N[C@@H](CO)Cc1ccccc1	-9%	-13%	-4%	?	·	5	-3%	·	·	3%	0.2%
CC(C)Cn1c(N)c(C(=O)CSc2ccccc2)c(=O)n(C)c1=O	1%	-43%	-1%	3%	2	3	0%	6%	-2%	-5%	-0.7%
O=C(NP(=O)(N1CCCC1)N1CCCC1)C1=C(N2CCOCC2)/C(=C/c2cccc([N+](=O)[O-])c2)CC1	?	-5%	-2%	-4%	2	9	3%	-6%	-20%	3%	-0.6%
COc1ccc(OC)c(/C=C/C(=O)Oc2ccc(C(C)=O)cc2)c1	·	2%	2%	-2%	1	7	4%	-1%	6%	3%	0.0%
O=C(CNC(=O)c1cccs1)OCc1ccc(Cl)cc1	-1%	23%	-2%	?	-4	-4	-11%	·	14%	-3%	0.2%
O=C(NC1CCC(O)CC1)C1CCN(S(=O)(=O)c2c(Cl)cccc2Cl)CC1 (stereo not given)	6%	-1%	0%	?	·	-18	-3%	·	·	·	2.8%
O=C(COc1ccc(F)cc1)Nc1nc2c(s1)CCCC2	·	12%	-3%	1%	1	-15	-5%	9%	1%	-2%	-0.3%
COc1ccc(-c2c(C#N)c(SCc3c(C)noc3C)nc3c2C(=O)CC(C)(C)C3)cc1	-1%	32%	2%	5%	3	5	-1%	1%	7%	0%	0.3%
COc1ccccc1NS(=O)(=O)c1cccc(NC(=O)c2cc3ccccc3oc2=O)c1	5%	-1%	-3%	2%	12	-11	6%	-1%	-5%	-1%	-0.3%
O=C(Nc1ccc(-c2noc(-c3ccccc3F)n2)cc1)c1cccs1	6%	5%	-4%	5%	8	4	-1%	0%	?	-2%	-0.4%
N/C(=N\OC(=O)CCCN1C(=O)c2ccccc2C1=O)c1ccccn1	2%	-23%	0%	?	-1	-17	-3%	?	-20%	2%	0.1%
Cc1ccc(-c2cc(C(=O)NNC(=O)c3csc(N4CCOCC4)n3)c3ccccc3n2)cc1	-26%	?	-7%	-8%	·	2	0%	·	·	·	0.2%
Cc1cccc(NC(=S)/N=C(\N)Nc2nc(C)c3cc(C)ccc3n2)c1	2%	6%	0%	-16%	-1	45[activator]	6%	-22%	-30%	3%	0.8%
Cc1ccc(C(=O)Oc2ccc(C(=S)N3CCOCC3)cc2)cc1	-4%	?	-5%	?	2	-4	4%	·	?	-1%	0.3%
Cc1ccc(NC(=O)C(C)OC(=O)/C=C/c2ccccc2)cc1 (stereo not given)	0%	?	-4%	1%	·	5	6%	-8%	·	-2%	-0.2%

A portion of the library; rates above refer to the full screens.
